From PubChem BioAssay
SUMO1 PPI mod = alters human SUMO1 binding to SIM partners. P63165. SUMO1 binding to a labelled peptide, TR-FRET, 1 h. inhibition, % at 20 µM. 0.33% of 360,000 active. AID 602429; in the data active = inhibition above about 37%
Target sequence (P63165 whole entry, looked up): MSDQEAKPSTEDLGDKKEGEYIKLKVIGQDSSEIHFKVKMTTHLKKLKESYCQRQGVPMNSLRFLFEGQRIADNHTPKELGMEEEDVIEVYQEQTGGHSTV
SKN-1 block = C. elegans SKN-1 inhibition; inhibition, % at 21.8 µM; 0.49% of 360,000 active; C. elegans VP596 Pgst-4::GFP/RFP ratio, acrylamide-induced, 24 h;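 active = interference check ratio from 0.5 to 1.5 plus GFP to RFP signal ratio inhibition reaching or exceeding a fixed threshold, cut at about 30% in these data, passing the limit was not always enough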; also: some compounds called inactive have numbers as strong as hits
STEP block = blocks human striatal-enriched tyrosine phosphatase | recombinant STEP, OMFP fluorogenic substrate, fluorescence | P54829 | 0.25% of 360,000 active | inhibition, % at 20 µM;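 active = inhibition at 20 µM, scaled per plate between control wells, above about 37%, limit read from the data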;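 also: 0% = DMSO with enzyme and substrate and 100% = substrate only without enzyme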
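System: isolated STEP enzyme; schedule: 20 min enzyme reaction at room temperature, protected from light; medium: Bis-Tris buffer pH 6.0, 2.5 mM DTT, 0.005% Tween 20; signal: fluorescence, 480/540 nm; dosing: single compound dose of 20 µM, 1% DMSO final; also added: OMFP substrate, 25 µM final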
TbMetRS inhib = blocks T. brucei methionyl-tRNA synthetase activity; purified T. brucei MetRS, ATP depletion, Kinase-Glo luminescence; inhibition, % at 11.9 µM; 0.4% of 360,000 active; AID 624268;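 active = inhibition above a per-plate cutoff of the control wells' mean inhibition plus 3 SD, cut at about 5.5% in these data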;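 also: 0% = DMSO wells median and 100% = median of wells with control inhibitor compound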
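Material: T. brucei methionyl-tRNA synthetase, purified; reagent: substrates ATP, L-methionine and bulk Escherichia coli tRNA; dosing: 11.9 µM single point; timing: 15 min plus 2 h at 25 °C; detection: luminescence of leftover ATP; evaluation: % inhibition; control set: DMSO-only wells as low control; replicates: singlicate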
CendR NRP1 mod = NRP-1/CendR interaction modulation | AID 602438 | O14786 | inhibition, % at 25 µM | FAM-RPARPAR peptide binding to NRP-1, fluorescence polarization | 0.85% of 360,000 active;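 active = inhibition or corrected inhibition above about 18%, plus a signal ratio from 0.5 to 1.5, limit read from the data, passing the limit was not always enough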; also: strong numbers were not always called active
Neddyl block = blocks human cullin neddylation | P61081+Q13564 | TR-FRET cullin neddylation, biochemical | calls only at 25 µM | 0.58% of 360,000 active | AID 651699; in the data active = inhibition above about 36%
Target sequence (P61081 whole entry, looked up): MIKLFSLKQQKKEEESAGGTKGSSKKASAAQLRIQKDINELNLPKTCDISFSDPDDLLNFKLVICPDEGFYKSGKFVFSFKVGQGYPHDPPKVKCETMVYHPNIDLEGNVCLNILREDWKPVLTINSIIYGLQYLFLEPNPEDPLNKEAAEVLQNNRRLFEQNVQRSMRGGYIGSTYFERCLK
Target sequence (Q13564 whole entry, looked up): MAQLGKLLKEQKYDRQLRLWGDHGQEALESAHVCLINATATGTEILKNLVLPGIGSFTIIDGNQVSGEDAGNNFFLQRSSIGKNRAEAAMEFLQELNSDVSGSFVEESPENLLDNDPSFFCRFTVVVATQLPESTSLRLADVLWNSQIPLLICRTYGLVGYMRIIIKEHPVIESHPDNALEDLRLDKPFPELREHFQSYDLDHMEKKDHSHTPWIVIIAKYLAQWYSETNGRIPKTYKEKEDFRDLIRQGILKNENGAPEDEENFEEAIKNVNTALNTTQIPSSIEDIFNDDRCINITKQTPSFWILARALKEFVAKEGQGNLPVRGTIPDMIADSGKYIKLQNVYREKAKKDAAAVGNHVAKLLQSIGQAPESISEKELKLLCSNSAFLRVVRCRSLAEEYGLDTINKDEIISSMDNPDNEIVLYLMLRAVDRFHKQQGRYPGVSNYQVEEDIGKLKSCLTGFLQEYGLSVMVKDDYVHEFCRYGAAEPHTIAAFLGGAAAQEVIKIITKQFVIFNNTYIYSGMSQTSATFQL
LMPTP inh = LMPTP (human) inhibition; P24666; recombinant LMPTP-A, OMFP fluorogenic substrate, fluorescence intensity; inhibition, % at 20 µM; 0.22% of 360,000 active;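 active = compounds that cut the enzyme signal by at least half of the control window in the single-dose screen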;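 also: plate controls were DMSO wells with enzyme plus substrate for no effect and substrate without enzyme for full effect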
Target sequence (P24666 whole entry, looked up): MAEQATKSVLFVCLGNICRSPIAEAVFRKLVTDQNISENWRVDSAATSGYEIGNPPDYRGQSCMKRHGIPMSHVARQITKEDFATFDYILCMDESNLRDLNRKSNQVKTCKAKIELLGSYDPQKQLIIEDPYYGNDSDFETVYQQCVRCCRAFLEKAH
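Assay system: LMPTP-A phosphatase enzyme | Input: 0.625 nM enzyme | Also added: Fluorogenic phosphatase substrate OMFP at 400 µM final | Compound dosing: One test concentration per compound, 20 µM, with 3% DMSO overall | Schedule: 50 min enzyme reaction at room temperature, protected from light | Signal: Fluorescence intensity | Benchmarks: no-enzyme and uninhibited controls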
Scp1 inh = blocks human Scp-1 phosphatase activity. Recombinant Scp1, phosphopeptide, malachite green phosphate absorbance. Q9GZU7. 0.88% of 340,000 active. inhibition, % at 20 µM;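 active = inhibition above about 50% at 20 µM, limit read from the data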;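 also: plate controls were DMSO wells with enzyme for no effect and wells lacking enzyme for full effect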
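System: SCP-1 catalytic domain; Reagent: Phospho 17-mer peptide substrate; Doses: one concentration, 20 µM, with 1.0% DMSO; Incubation: 45 min room-temperature reaction, 5 min colour, 30 min stabiliser; Signal: Phosphate-binding colour reagent, absorbance read at 630 nm.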
NadD inh = inhibitors of Staphylococcus aureus NadD; purified NadD enzyme, colorimetric absorbance read-out; inhibition, % at 20 µM; 0.78% of 360,000 active; in the data active = inhibition above about 26%; also: some compounds past the cut are filed as inactive
DNMT1 block = blocks human DNA methyltransferase DNMT1 | P26358 | 0.83% of 360,000 active | DNMT1 molecular beacon, Hinp1I cleavage, fluorescence | inhibition (reported as % activation of signal), % at 10 µM; in the data active = inhibition above about 50%
* hit, by the source's call; i = inactive; / = no result given. No enrichment for hits (roughly 4.6% active in at least one column).

cpd	SUMO1 PPI mod	SKN-1 block	STEP block	TbMetRS inhib	CendR NRP1 mod	Neddyl block	LMPTP inh	Scp1 inh	NadD inh	DNMT1 block	compound
1	-7	-6	0	0.2	0	i	30	/	-5	1	CC(C)Nc1nc(NCc2ccccc2)c2sccc2n1
2	3	21	4	2.0	-17	i	5.2	-4	19	-4	Cc1ccc2nc(-c3ccc(SCC(=O)Nc4nc(C)cs4)nc3)[nH]c2c1
3	6	15	1	0.3	-8	i	5.6	7	16	-4	O=c1c(-c2nnc(SCc3ccc(Cl)c(Cl)c3)o2)cccn1Cc1ccccc1
4	1	16	-4	-1.1	-1	i	-0.4	/	-8	9	COC(=O)C1CCN(C2CN(C3CCCCC3)S(=O)(=O)C2)CC1 (stereo unspecified)
5	-4	9	4	-1.5	0	i	0.9	-9	-1	-3	COC(=O)Oc1ccc(/C=N/NC(=O)CN(c2ccccc2Cl)S(C)(=O)=O)cc1OC
6	3	-2	3	0.6	-5	i	0.4	7	-3	3	Cn1c2ccsc2c2ncn(Cc3ccc(F)cc3)c(=O)c21
7	14	29	0	0.1	-7	/	0.5	-3	17	14	CCOC(=O)Cc1cc(=O)n2[nH]c(-c3ccccc3)c(-c3ccccc3)c2n1
8	-6	3	-1	0.0	-9	i	0.9	-2	2	-5	OC(CN1CCN(c2cccc(C(F)(F)F)c2)CC1)c1c[nH]c2ccccc12 (stereo unspecified)
9	0	19	2	-1.3	-3	i	-0.8	-6	1	-2	CCN1C(=O)CC(N2CCC(Nc3ccc(F)cc3)CC2)C1=O (stereo unspecified)
10	-2	0	3	-0.4	-8	i	1.8	-1	-3	6	COc1ccccc1-c1cc(C(F)(F)F)nc(N2CCCC2)n1
11	0	-19	0	-0.4	-5	i	-1.2	-6	-4	0	COc1ccccc1-n1c(CNc2c(C)cccc2C)nnc1SCC(=O)N1CCOCC1
12	-1	10	-1	-0.2	4	i	0.7	/	1	-1	Cc1ccc(S(=O)(=O)N2CCOCC2)cc1C(=O)OCC(=O)Nc1ccc(Cl)cn1
13	5	-5	2	0.0	1	i	-0.3	-2	4	2	COc1cc(C2c3cc4c(cc3OC(Nc3ccc(C(=O)O)cc3)C2C)OCO4)cc(OC)c1OC (stereo unspecified)
14	-6	0	10	-0.4	13	i	1.3	-4	1	-4	O=C(C1=C(O)C(=O)N(CCN2CCOCC2)C1c1cccc(O)c1)c1cc2ccccc2o1 (stereo unspecified)
15	6	-11	-1	-0.2	11	i	-1.0	-4	-6	-1	COc1ccc(-n2nnnc2SCC(=O)Nc2ccc(OC)cc2OC)cc1
16	-15	-9	2	-0.2	-6	i	1.9	3	11	-1	CCCOc1ccccc1/C=C1\SC(N2CCCCC2)=NC1=O
17	2	7	-4	0.7	7	/	-3.5	-3	2	-2	Cc1cc(C)[n+](-c2ccc(C(C)C)cc2)c2[nH]c(=O)[nH]c(=O)c12
18	-23	-18	-3	-0.5	12	i	-1.1	-10	-1	-7	O=c1c2ccccc2nc(/C=C/c2cccc([N+](=O)[O-])c2)n1CCCO
19	3	1	1	0.4	2	i	3.5	/	5	-7	Cc1nc2c(OCc3ccc(C#N)cc3)cccn2c1N(C)Cc1cccs1
20	10	1	-4	0.2	-1	i	0.5	3	-4	5	CN1C[C@@H]2[C@@H]3C(=O)N(C)C(=O)[C@@H]3[C@](C)(C1=O)N2C(=O)c1ccccc1
21	-2	0	-1	-0.8	1	i	-1.5	1	-1	0	CC1Oc2ccccc2N(CC(=O)NC2CCCCC2)C1=O (stereo unspecified)
22	6	-3	-2	-0.2	5	i	-0.7	5	-2	0	CCCCn1c(N)c(N(CCC(C)C)C(=O)c2ccc(COc3ccccc3)o2)c(=O)[nH]c1=O
23	-2	-6	1	-0.8	5	/	-1.2	0	-4	0	CC(C)NC(=O)COc1ccc2c(c1)C(=O)CC(C)(C)O2
24	-4	14	-2	-0.1	-16	i	-0.8	-5	4	-4	Cc1ccc(C(=O)N/C(=C\c2ccco2)C(=O)NCC2CCCO2)cc1C (stereo unspecified)
25	8	5	3	0.0	-22	i	-1.7	7	-4	6	O=C(O)c1cc(-c2ccco2)[nH]n1
26	1	9	-1	0.0	0	i	-1.3	-4	3	-1	COc1ccc(NC(=O)C2CCCN(S(=O)(=O)c3cccnc3)C2)c(OC)c1 (stereo unspecified)
27	-3	17	0	-0.1	6	i	-1.5	0	-4	0	CCC(c1nnnn1C(C)(C)CC)N(CCCN1CCOCC1)Cc1cc2cccc(C)c2[nH]c1=O (stereo unspecified)
28	-3	3	2	-1.1	-12	i	0.4	-4	-6	1	CS(=O)(=O)N(CC(=O)N1CCN(c2ccccc2)CC1)Cc1ccc(Cl)cc1
29	-3	11	0	0.2	23*	i	0.0	-4	1	0	CCOC(=O)C1(Cc2ccccc2Cl)CCN(C(=O)CN2CCOC2=O)CC1
30	-2	3	-2	-0.5	-6	i	-1.1	3	-1	0	CC1CN(S(=O)(=O)c2ccc(C(=O)N(C)C3CCCCC3)cc2)CC(C)O1 (stereo unspecified)

Entries of single compounds, quoted from the list.
`O=c1c2ccccc2nc(/C=C/c2cccc([N+](=O)[O-])c2)n1CCCO` is listed with SUMO1 PPI mod: -23; SKN-1 block: -18; STEP block: -3; TbMetRS inhib: -0.5; CendR NRP1 mod: 12; Neddyl block: i; LMPTP inh: -1.1; Scp1 inh: -10; NadD inh: -1; DNMT1 block: -7
`COc1ccc(NC(=O)C2CCCN(S(=O)(=O)c3cccnc3)C2)c(OC)c1` (stereo unspecified) is listed with SUMO1 PPI mod: 1; SKN-1 block: 9; STEP block: -1; TbMetRS inhib: 0.0; CendR NRP1 mod: 0; Neddyl block: i; LMPTP inh: -1.3; Scp1 inh: -4; NadD inh: 3; DNMT1 block: -1

The results go on:
cpd	SUMO1 PPI mod	SKN-1 block	STEP block	TbMetRS inhib	CendR NRP1 mod	Neddyl block	LMPTP inh	Scp1 inh	NadD inh	DNMT1 block	compound
31	7	-14	9	-0.8	0	i	17	0	27	-14	CCOC(=O)c1sc(NC(=O)CSc2nnc(Cc3ccccc3)o2)c(C#N)c1C
32	2	-2	-2	0.1	7	i	-1.0	0	4	4	CCc1nnc(NC(=O)CN2C(=O)N(C)C3(CCCCC3)C2=O)s1
33	-2	-6	-2	-0.8	7	i	-0.5	-1	0	-2	Nc1nnc(SCCCC(=O)c2ccc(F)cc2)s1
34	4	-12	0	-0.6	4	i	-0.9	-10	-7	-1	Cc1cc(C)cc(N=C2NC(=O)CS2)c1
35	-4	-10	-3	-0.4	-11	i	-0.8	-7	-4	-5	CCC(=Cc1ccccc1O)c1ccncc1
36	6	3	1	-0.1	0	i	-0.7	-7	-3	-2	O=C(O)CCCC(=O)Nc1ccc(Oc2cccc(C(F)(F)F)c2)nc1
37	-1	1	3	-0.2	14	/	-2.1	-2	9	2	CCNc1nc(C)cc(COC)c1C#N
38	7	12	4	0.0	-14	i	1.4	-2	6	-19	COc1cc(-c2nc(C)c(C(C)=O)n2O)ccc1OCC(=O)Nc1ccc(Cl)cc1
39	-34	-3	-4	-0.4	-2	i	-0.9	-7	-5	2	O=C(CCNC(=O)c1ccc([N+](=O)[O-])cc1)NCCC1=CCCCC1
40	14	-4	1	-0.5	0	i	-0.5	4	-3	2	O=C(COc1ccc(F)cc1)N(Cc1ccco1)C1CCS(=O)(=O)C1 (stereo unspecified)
41	-5	-11	0	-0.3	-2	i	-1.3	2	-6	30	O=C(CC1C(=O)NCCN1Cc1c(F)cccc1Cl)NC1CCCCCC1 (stereo unspecified)
42	-4	12	-1	-0.6	6	i	-0.9	1	-5	2	CC1(C)OC(=O)N(CC(=O)Nc2ccccc2)C1(C)O (stereo unspecified)
43	3	2	2	-0.3	-8	i	-0.1	-5	-10	-1	CN1CCN(CC(=O)Nc2cccc(S(=O)(=O)N(C)c3ccccc3)c2)CC1
44	0	-14	2	1.1	-7	i	-0.8	-3	-3	1	Nc1c(-c2ccc(F)cc2)cnn1C1CCS(=O)(=O)C1 (stereo unspecified)
45	1	4	-2	-1.1	16	i	4.1	-2	-4	0	CCC1(C)Cc2c(sc3c2c(=O)n(C)c2nnc(SCc4ccc5c(c4)OCO5)n32)CO1 (stereo unspecified)
46	-2	-9	-1	-0.4	10	i	-1.0	-3	3	0	CCOc1ccc(C(=O)NCC(=O)N2CCC3CCCCC3C2)cc1OCC (stereo unspecified)
47	-16	-2	1	1.6	8	i	3.0	1	12	-7	CCC(=O)N1CCN(c2ccccc2NC(=S)NC(=O)c2cccc([N+](=O)[O-])c2)CC1
48	3	6	0	-0.3	-4	i	1.1	-6	-10	1	O=C(COC(=O)[C@@H]1CCCN1C(=O)c1cccs1)Nc1cccc(Cl)c1

Three structures out of the list, arranged by number of heavy atoms, low to high.
cpd	SUMO1 PPI mod	SKN-1 block	STEP block	TbMetRS inhib	CendR NRP1 mod	Neddyl block	LMPTP inh	Scp1 inh	NadD inh	DNMT1 block	compound
36	6	3	1	-0.1	0	i	-0.7	-7	-3	-2	O=C(O)CCCC(=O)Nc1ccc(Oc2cccc(C(F)(F)F)c2)nc1
46	-2	-9	-1	-0.4	10	i	-1.0	-3	3	0	CCOc1ccc(C(=O)NCC(=O)N2CCC3CCCCC3C2)cc1OCC (stereo unspecified)
47	-16	-2	1	1.6	8	i	3.0	1	12	-7	CCC(=O)N1CCN(c2ccccc2NC(=S)NC(=O)c2cccc([N+](=O)[O-])c2)CC1

Reformatted as labelled records: part of the list above
(33) Nc1nnc(SCCCC(=O)c2ccc(F)cc2)s1
  SUMO1 PPI mod = -2
  SKN-1 block = -6
  STEP block = -2
  TbMetRS inhib = -0.8
  CendR NRP1 mod = 7
  Neddyl block = i
  LMPTP inh = -0.5
  Scp1 inh = -1
  NadD inh = 0
  DNMT1 block = -2
(34) Cc1cc(C)cc(N=C2NC(=O)CS2)c1
  SUMO1 PPI mod = 4
  SKN-1 block = -12
  STEP block = 0
  TbMetRS inhib = -0.6
  CendR NRP1 mod = 4
  Neddyl block = i
  LMPTP inh = -0.9
  Scp1 inh = -10
  NadD inh = -7
  DNMT1 block = -1
(35) CCC(=Cc1ccccc1O)c1ccncc1
  SUMO1 PPI mod = -4
  SKN-1 block = -10
  STEP block = -3
  TbMetRS inhib = -0.4
  CendR NRP1 mod = -11
  Neddyl block = i
  LMPTP inh = -0.8
  Scp1 inh = -7
  NadD inh = -4
  DNMT1 block = -5
(36) O=C(O)CCCC(=O)Nc1ccc(Oc2cccc(C(F)(F)F)c2)nc1
  SUMO1 PPI mod = 6
  SKN-1 block = 3
  STEP block = 1
  TbMetRS inhib = -0.1
  CendR NRP1 mod = 0
  Neddyl block = i
  LMPTP inh = -0.7
  Scp1 inh = -7
  NadD inh = -3
  DNMT1 block = -2
